Screening data as filed in PubChem.
KDM4C inh: inhibitors of GASC-1 (KDM4C) histone demethylase, primary screen, biochemical, single concentration HTS; GST-KDM4C 2-372, H3K9me3 peptide, LANCE TR-FRET; inhibition, % at 12.5 µM; Lysine-specific demethylase 4C (Homo sapiens), Q9H3R0; actives 0.15% (n = 96,000);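 active = mean replicate inhibition above about 25%, with at least 55% of replicates also reaching it, limit read from the data, passing the limit was not always enough; inconclusive = only one of those two conditions met; inactive = neither condition met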
Target sequence (Q9H3R0 2-372 limits assumed): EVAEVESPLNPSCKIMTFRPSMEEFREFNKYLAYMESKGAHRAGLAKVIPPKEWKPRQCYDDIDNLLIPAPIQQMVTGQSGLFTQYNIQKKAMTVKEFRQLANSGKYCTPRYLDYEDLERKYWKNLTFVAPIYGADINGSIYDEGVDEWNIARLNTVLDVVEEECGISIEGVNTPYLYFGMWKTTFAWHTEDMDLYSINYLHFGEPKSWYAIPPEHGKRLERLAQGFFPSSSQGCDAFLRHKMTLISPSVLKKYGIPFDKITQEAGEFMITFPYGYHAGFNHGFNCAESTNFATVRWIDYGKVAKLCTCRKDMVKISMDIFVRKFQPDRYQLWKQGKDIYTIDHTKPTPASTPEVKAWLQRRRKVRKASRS
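material = GST-tagged GASC-1 (JMJD2C) catalytic fragment, aa 2-372 | amount = enzyme final amount 10 nM | medium = HEPES buffer, pH 7.5, plus ascorbate | also added = H3K9me3 peptide substrate, Fe(II), 2-oxoglutarate | dosing = single dose | times = 30 min demethylation and 1 h detection at room temperature | detection = LANCE TR-FRET | read-out basis = Fall in 671/618 emission ratio as inhibition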
Tcruzi prolif: T. cruzi intracellular proliferation inhibitors, primary screen, cell-based, beta-gal Tulahuen parasites, NIH3T3 host, luminescence | T. cruzi beta-gal in NIH3T3, GalScreen luminescence, 90 h | inhibition, % at 8.34 µM | actives 5.9% (n = 77,000);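 active = mean inhibition above about 93%, with at least 55% of replicates each passing it, limit read from the data, passing the limit was not always enough; inconclusive = only one of those two conditions holds; inactive = neither condition holds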
C diff growth: C. difficile growth inhibitors, primary screen, HTS; Clostridium difficile clinical isolate growth, OD600, 24 h; hits give low values; growth activity, negative = inhibition, % at 16 µg/mL (by protocol); actives 0.25% (n = 86,000); AID 1259249, 2017;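 active = mean growth activity at or below -80% and every replicate also at or below -80%; inconclusive = mean at or below -80% but some replicate above -80%; inactive = mean growth activity above -80%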;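 also: 0% = DMSO wells and -100% = levofloxacin 16 µg/mL wells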
Pf Dd2 growth: P. falciparum Dd2 growth inhibitors, primary screen, SYBR Green fluorescence, single dose replicates; 72 h; hits give low values; activity change, % at 10 µM; actives 2.3% (n = 94,000); in the data active = activity change below about -80%; inconclusive = no clear call, values can overlap the other calls
Starred values were filed as active, the others as inactive; ? = inconclusive; . = no result given.

SMILES	KDM4C inh	Tcruzi prolif	C diff growth	Pf Dd2 growth
O=C(c1ccccc1)N1C[C@H]2[C@@H](c3ccccc31)[C@H](CO)N2Cc1cc(F)ccc1F	-0.9	15	12	3
C[C@H](CO)N1C[C@H](C)[C@@H](CN(C)S(=O)(=O)c2cccs2)Oc2ccc(NS(=O)(=O)c3cn(C)cn3)cc2CC1=O	-1.0	-15	5	8
Cc1ccc(S(=O)(=O)N(C)C[C@H]2OCCCC[C@H](C)Oc3ccc(NC(=O)c4ccncc4)cc3C(=O)N([C@@H](C)CO)C[C@H]2C)cc1	-2.3	.	.	-58
CO[C@@H]1CN(C)C(=O)c2cc(NS(=O)(=O)c3ccccc3C)ccc2OC[C@@H](C)N(C)C[C@H]1C	0.8	10	.	-53
N#C[C@@H]1[C@@H](c2ccc(C#Cc3ccccc3F)cc2)[C@@H](CO)N1C(=O)C1CC1	0.6	78	0	-5
C[C@@H]1CN([C@@H](C)CO)C(=O)Cc2cc(NC(=O)Nc3ccccc3)ccc2O[C@@H]1CN(C)Cc1ccc(Cl)c(Cl)c1	-1.6	31	11	-23
C[C@@H]1CCCCO[C@H](CN(C)Cc2ccc3c(c2)OCO3)[C@H](C)CN([C@H](C)CO)C(=O)c2cc(NC(=O)C3CCCCC3)ccc2O1	0.4	87	-2	?
Cc1ccc(S(=O)(=O)N(C)C[C@@H]2OCCCC[C@@H](C)Oc3ccc(NC(=O)CCCN(C)C)cc3C(=O)N([C@@H](C)CO)C[C@@H]2C)cc1	2.4	14	.	-17
C[C@@H]1CN([C@@H](C)CO)C(=O)c2cccc(NC(=O)C3CCCCC3)c2O[C@@H]1CN(C)Cc1ccc(C(F)(F)F)cc1	0.8	-8	4	-32
C[C@@H]1CN([C@@H](C)CO)C(=O)Cc2cc(N(C)C)ccc2O[C@H]1CN(C)S(=O)(=O)c1ccc(Cl)cc1	0.2	.	6	-17
COc1ccc(CN(C)C[C@@H]2OCCCC[C@@H](C)Oc3ccc(NC(=O)Nc4ccc5c(c4)OCO5)cc3C(=O)N([C@H](C)CO)C[C@@H]2C)cc1	-0.7	102*	.	38
C[C@H]1CN([C@@H](C)CO)C(=O)c2cc(C3=CCCC3)cnc2O[C@H]1CN(C)C(=O)c1ccccn1	2.6	.	-2	9
O=C(C[C@@H]1CC[C@H](NC(=O)NC2CCCC2)[C@@H](CO)O1)NCc1ccc(F)cc1	-1.0	-18	.	14
C[C@@H]1CCCCO[C@@H](CN(C)Cc2ccc3c(c2)OCO3)[C@@H](C)CN([C@H](C)CO)C(=O)c2cc(NC(=O)Nc3ccc(C(F)(F)F)cc3)ccc2O1	-1.3	127*	-5	-4
CCC(=O)Nc1ccc2c(c1)OC[C@@H](C)N(Cc1cccc(F)c1)C[C@@H](C)[C@H](OC)CN(C)C2=O	4.2	24	.	-77
CN(C)C(=O)c1ccc(-c2ccc3c(c2)[C@@H]2[C@@H](CCN2C(=O)C2CCC2)[C@H](CO)N3C)cc1	1.3	30	0	0
N#C[C@H]1[C@H](c2ccc(-c3cccc(F)c3)cc2)[C@@H](CO)N1C(=O)NC1CCCC1	-1.3	73	-5	5
C[C@@H]1CN([C@H](C)CO)C(=O)c2cc(Br)cnc2O[C@H]1CN(C)S(=O)(=O)c1ccc(F)cc1	0.1	-16	1	17
O=C(C1CCCC1)N1CCCCN2[C@H](CO)[C@@H](c3ccc(C#CC4(O)CCCC4)cc3)[C@@H]2C1	.	-23	-11	-8
COc1ccccc1NC(=O)N1CCCCN2[C@H](CO)[C@@H](c3ccc(C#Cc4ccccc4)cc3)[C@H]2C1	-2.0	112*	1	-73
C[C@@H]1CN([C@H](C)CO)S(=O)(=O)c2ccc(C#CCN(C)C)cc2O[C@@H]1CN(C)S(=O)(=O)c1cccc(F)c1	1.8	.	2	-33
COC(=O)C[C@@H]1CC[C@H]2[C@H](COc3ccc(NC(=O)c4cccc(OC)c4)cc3C(=O)N2C)O1	1.0	-14	-4	-1
Cc1ccc(S(=O)(=O)N[C@H]2CC[C@@H](CC(=O)N3CCC(Cc4ccccc4)CC3)O[C@H]2CO)cc1	0.9	60	-8	-2
COCC(=O)N1CC[C@H]2[C@H](CO)Nc3ccc(C#Cc4ccc(OC)cc4)cc3[C@H]21	-2.2	.	5	-54
COCC(=O)N1CC2(C1)CN(Cc1ccc3c(c1)OCO3)[C@@H](CO)c1c2c2ccc(OC)cc2n1C	0.8	.	3	-71
O=C(C[C@@H]1C=C[C@H](NC(=O)Cc2cccnc2)[C@@H](CO)O1)Nc1ccc(-c2ccccc2)cc1	-0.5	.	-5	15
CC(C)NC(=O)N(C)C[C@H]1OCCCC[C@H](C)Oc2ccc(NC(=O)Cc3ccccc3)cc2C(=O)N([C@H](C)CO)C[C@@H]1C	-0.1	12	-8	-11
COc1ccc2c3c([nH]c2c1)[C@@H](CO)N(C(=O)Nc1ccc(F)cc1)CC31CCN(Cc2cc(-c3ccccc3)on2)CC1	-0.2	.	10	-83*
CC(C)NC(=O)Nc1ccc2c(c1)CC(=O)N([C@@H](C)CO)C[C@H](C)[C@H](CN(C)Cc1ccc3c(c1)OCO3)O2	0.3	-33	0	-2
COC(=O)C[C@H]1C=C[C@H](NS(=O)(=O)c2ccc(OC)cc2)[C@@H](CO)O1	0.0	23	.	32
CCCN1C[C@H](C)[C@@H](OC)CN(C)C(=O)c2cc(NC(=O)c3cccc(OC)c3)ccc2OC[C@H]1C	0.6	13	.	.
CO[C@@H]1CN(C)C(=O)c2cc(NC(=O)c3cnccn3)ccc2OC[C@@H](C)NC[C@@H]1C	4.7	-14	.	28
Cc1noc(C)c1S(=O)(=O)N(C)C[C@@H]1OCCCC[C@@H](C)Oc2ccc(NS(C)(=O)=O)cc2C(=O)N([C@@H](C)CO)C[C@H]1C	.	-100	5	19
Cc1noc(C)c1S(=O)(=O)N(C)C[C@@H]1Oc2ccc(NC(=O)Nc3cccc4ccccc34)cc2CC(=O)N([C@@H](C)CO)C[C@H]1C	-0.9	24	-4	-47
CCCC(=O)Nc1ccc2c(c1)C(=O)N(C)C[C@H](OC)[C@@H](C)CN(C(=O)c1cccnc1)[C@@H](C)CO2	-1.0	44	.	25
Cc1noc(C)c1NC(=O)Nc1ccc2c(c1)C(=O)N([C@H](C)CO)C[C@H](C)[C@@H](CN(C)S(=O)(=O)c1cccs1)OCCCC[C@@H](C)O2	-0.8	36	-4	7
C[C@@H]1CN([C@H](C)CO)C(=O)c2cc(C#Cc3cccc(F)c3)cnc2O[C@@H]1CN(C)CC1CCOCC1	-2.6	7	1	-39
C[C@@H]1CN([C@H](C)CO)C(=O)c2cc(Br)cnc2O[C@@H]1CN(C)Cc1cncnc1	4.5	-22	1	25
C[C@H]1CN([C@@H](C)CO)C(=O)c2cc(NC(=O)C3CC3)ccc2O[C@@H]1CN(C)S(=O)(=O)c1ccc(Cl)cc1	1.0	-10	-4	-38
C[C@@H]1CN([C@H](C)CO)C(=O)c2cc(C#CCN(C)C)cnc2O[C@H]1CN(C)Cc1ccc2c(c1)OCO2	4.7	32	.	-33
CCC(=O)N1CC2(C1)[C@@H](c1ccccc1)[C@@H](CO)N2CC1CCOCC1	-0.6	.	-9	-23
Cc1ccc(S(=O)(=O)N(C)C[C@@H]2Oc3ccc(NC(=O)Nc4ccccc4)cc3CC(=O)N([C@H](C)CO)C[C@H]2C)cc1	0.0	8	-3	-22
OC[C@@H]1Nc2ccc(C#Cc3ccccc3)cc2[C@@H]2[C@H]1CCN2Cc1nccs1	-0.3	.	40	-77
O=C(C[C@@H]1C[C@H]2c3cc(NC(=O)Nc4ccc(F)cc4)ccc3O[C@H]2[C@H](CO)O1)NCC(F)(F)F	0.9	-15	2	5
COc1ccc(S(=O)(=O)N[C@@H]2C=C[C@H](CC(=O)N3CCN(c4ccccc4)CC3)O[C@H]2CO)cc1	-1.4	32	-5	-5
C/C=C/c1cccc(-c2nc(C(=O)NCCC)cc3c2[C@H](CCO)N([S@@](=O)C(C)(C)C)C3)c1	-0.7	.	-1	-37
C[C@@H]1CN([C@H](C)CO)C(=O)c2cc(-c3cccc(C#N)c3)cnc2O[C@@H]1CN(C)Cc1ccc(F)cc1	1.2	-34	3	24
N#C[C@@H]1[C@@H](c2ccccc2)[C@H](CO)N1C(=O)Cc1ccccc1	-1.7	100*	-4	17
C[C@@H]1CCCCO[C@@H](CN(C)S(=O)(=O)c2cccs2)[C@H](C)CN([C@@H](C)CO)C(=O)c2cc(NC(=O)NC3CCCCC3)ccc2O1	-1.0	93	24	-45
C[C@H](O)C#Cc1cnc2c(c1)C(=O)N([C@H](C)CO)C[C@@H](C)[C@H](CN(C)C(=O)CN(C)C)O2	9.6	-10	-4	37
Cc1ccc(-c2ccc([C@H]3[C@H]4CN(S(=O)(=O)c5cccc(C)c5)CCCCN4[C@H]3CO)cc2)cc1	.	86	-6	-2
CCNC[C@H]1[C@H](c2ccc(C3=CCCCC3)cc2)[C@@H](CO)N1C(=O)NC(C)C	1.4	71	10	-25
Cc1noc(C)c1NC(=O)Nc1ccc2c(c1)CC(=O)N([C@H](C)CO)C[C@@H](C)[C@H](CN(C)C(=O)NC(C)C)O2	0.6	5	-3	30
CO[C@@H]1CN(C)C(=O)c2cc(NC(=O)c3cccc(F)c3)ccc2OC[C@H](C)NC[C@H]1C	-0.5	-32	.	21
N#C[C@@H]1[C@@H](c2ccccc2)[C@@H](CO)N1S(=O)(=O)Cc1ccccc1	1.7	-19	-1	20
O=C(C[C@@H]1C[C@H]2c3cc(NC(=O)C4CCOCC4)ccc3O[C@H]2[C@@H](CO)O1)NCCc1ccccc1	1.3	19	-5	2
C[C@H](CO)N1C[C@H](C)[C@@H](CN(C)Cc2ccccn2)Oc2ncc(C#CCN(C)C)cc2C1=O	3.8	67	-4	-11
Cc1ccccc1-c1cnc2c(c1)C(=O)N([C@@H](C)CO)C[C@H](C)[C@H](CN(C)CC1CCCCC1)O2	1.9	49	.	-76
CC=Cc1ccc2n(c1=O)C[C@H]1[C@H](CO)[C@@H](C(=O)NCC3CC3)N(CC3CCOCC3)[C@@H]21 (mixture of isomers)	6.8	30	0	-9
Cc1noc(C)c1S(=O)(=O)Nc1cccc2c1O[C@@H](CN(C)C(=O)NC(C)C)[C@@H](C)CN([C@@H](C)CO)C2=O	4.6	-140	-1	24

Grouped by structure: the entries above containing a thiophene ring, fused or not.
SMILES	KDM4C inh	Tcruzi prolif	C diff growth	Pf Dd2 growth
C[C@H](CO)N1C[C@H](C)[C@@H](CN(C)S(=O)(=O)c2cccs2)Oc2ccc(NS(=O)(=O)c3cn(C)cn3)cc2CC1=O	-1.0	-15	5	8
Cc1noc(C)c1NC(=O)Nc1ccc2c(c1)C(=O)N([C@H](C)CO)C[C@H](C)[C@@H](CN(C)S(=O)(=O)c1cccs1)OCCCC[C@@H](C)O2	-0.8	36	-4	7
C[C@@H]1CCCCO[C@@H](CN(C)S(=O)(=O)c2cccs2)[C@H](C)CN([C@@H](C)CO)C(=O)c2cc(NC(=O)NC3CCCCC3)ccc2O1	-1.0	93	24	-45

Four entries from above, bar-delimited.
Molecule | KDM4C inh | Tcruzi prolif | C diff growth | Pf Dd2 growth
CCNC[C@H]1[C@H](c2ccc(C3=CCCCC3)cc2)[C@@H](CO)N1C(=O)NC(C)C | 1.4 | 71 | 10 | -25
OC[C@@H]1Nc2ccc(C#Cc3ccccc3)cc2[C@@H]2[C@H]1CCN2Cc1nccs1 | -0.3 | . | 40 | -77
O=C(C[C@@H]1C[C@H]2c3cc(NC(=O)C4CCOCC4)ccc3O[C@H]2[C@@H](CO)O1)NCCc1ccccc1 | 1.3 | 19 | -5 | 2
Cc1noc(C)c1NC(=O)Nc1ccc2c(c1)CC(=O)N([C@H](C)CO)C[C@@H](C)[C@H](CN(C)C(=O)NC(C)C)O2 | 0.6 | 5 | -3 | 30

Continuation.
SMILES	KDM4C inh	Tcruzi prolif	C diff growth	Pf Dd2 growth
Cc1ccc(S(=O)(=O)N(C)C[C@@H]2OCCCC[C@@H](C)Oc3ccc(NS(=O)(=O)c4ccc(F)cc4)cc3C(=O)N([C@@H](C)CO)C[C@@H]2C)cc1	0.5	102*	9	-76
C[C@@H]1CN([C@H](C)CO)C(=O)c2cc(C#Cc3ccccc3)cnc2O[C@@H]1CN(C)Cc1ccccn1	-4.3	36	4	-9
COc1ccc(NC(=O)N(C)C[C@H]2OCCCC[C@H](C)Oc3ccc(NS(=O)(=O)c4ccc(OC)cc4)cc3C(=O)N([C@@H](C)CO)C[C@H]2C)cc1	0.1	-45	2	-55
COc1ccc(NC(=O)N2CC[C@@H]3[C@@H](CO)N(C)c4ccc(-c5cccc(F)c5)cc4[C@@H]32)cc1	0.8	?	9	39
CC(C)NC(=O)N(C)C[C@H]1Oc2ccc(NS(=O)(=O)c3ccccc3)cc2CC(=O)N([C@H](C)CO)C[C@H]1C	1.0	36	-2	9
